H1N1 NS1A inhibition: NS1A inhibition, H1N1 influenza, cell based functional assay (AID 504329). NS1A functional cell-based assay, percent inhibition; higher % means a stronger effect. 0.3% of 340,000 active. inhibition, % at 12.5 µM, or IC50 in µM where a hit was titrated; in the data active means a potency from the dose series; inconclusive means inhibition above about 27% without an active follow-up result; further: strong numbers were not always called active
PhoP GFP inhibition: PhoP regulon inhibitors, Salmonella typhi PhoP promoter GFP reporter, confirmatory (AID 1850); Salmonella Typhi PhoP-promoter GFP reporter, fluorescence, 4 h; higher % means a stronger effect; 0.33% of 310,000 active; inhibition, % at 50 µM, or IC50 in µM where a hit was titrated; in the data active means a potency from the dose series; inconclusive means inhibition mostly from about 25% at the one dose, without a potency; inactive means the rest, 99 in 100 with inhibition below about 19%;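 further: 0% = induced wells with vehicle and 100% = uninduced wells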
inhibitors of VEEV: inhibitors of VEEV TC-83 cytopathic effect, confirmation, Vero cells (AID 588727) | Vero cells, VEEV TC-83 cytopathic effect inhibition; higher % means a stronger effect | one-dose inhibition, % at 20 µM; IC50 in µM for titrated hits | 0.13% of 350,000 active; in the data active means a potency from the dose series; inconclusive means inhibition mostly from about 14% at the one dose, without a potency; inactive means the rest, 99 in 100 with inhibition below about 12%; further: strong numbers were not always called active
tuberculosis growth: growth inhibition of non-replicating M. tuberculosis (AID 488890); Mycobacterium tuberculosis non-replicating, growth inhibition; higher % means a stronger effect; inhibition, % at 25 µM, or IC50 in µM where a hit was titrated; 0.39% of 320,000 active; in the data active means a potency from the dose series; inconclusive means inhibition mostly from about 82% at the one dose, without a potency; inactive means the rest, 99 in 100 with inhibition below about 76%;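 further: plate controls were DMSO cells for no effect and high antibiotic wells for full effect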
M. tuberculosis HTS: M. tuberculosis growth inhibition, HTS (AID 449762); M. tuberculosis H37Rv growth inhibition, 7H9 media; higher % means a stronger effect; inhibition, % at 25 µM, or IC50 in µM where a hit was titrated; 0.59% of 330,000 active; in the data active means a potency from the dose series; inconclusive means inhibition above about 70% without an active follow-up result;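 further: bacterial growth assessed after seven days of incubation; strong numbers were not always called active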
inhibitors of VEEV 10K pilot screen: further read-out of inhibitors of VEEV, marked with its call; inhibition, %; measured here: 10K pilot screen inhibition
Active calls of the source: *; i = inactive; ? = inconclusive; . = not tested or not shown.

The first 2 entries as a preview:
SMILES	H1N1 NS1A inhibition	PhoP GFP inhibition	inhibitors of VEEV	tuberculosis growth	M. tuberculosis HTS	others
O=C(CCCn1cnc([N+](=O)[O-])n1)Nc1cc(Cl)ccc1O	-3%	7%	0.2%	-6%	7%
COc1ccc(NC(=O)CN2C(=O)CSC(C)C2=O)c(OC)c1 (stereo unspecified)	-7%	-2%	0.5%	5%	-1%

Results, from the start:
SMILES	H1N1 NS1A inhibition	PhoP GFP inhibition	inhibitors of VEEV	tuberculosis growth	M. tuberculosis HTS	others
O=C(CCCn1cnc([N+](=O)[O-])n1)Nc1cc(Cl)ccc1O	-3%	7%	0.2%	-6%	7%
COc1ccc(NC(=O)CN2C(=O)CSC(C)C2=O)c(OC)c1 (stereo unspecified)	-7%	-2%	0.5%	5%	-1%
CCCC(C)NC(=O)c1sc2nc3n(c(=O)c2c1C)CCC3 (stereo unspecified)	-6%	9%	2.6%	-6%	0%
CCn1c(SCC(=O)c2ccc(C)cc2)nnc1-c1ccncc1	-8%	-2%	2.3%	3%	-7%
COCc1nnc(NC(=O)COc2ccc3c(c2)OCO3)s1	-7%	-28%	1.1%	10%	6%
Cc1ccc(-c2nc(CN(Cc3cnn(C)c3)C(C)C)c(C)o2)o1	-12%	-5%	1.0%	7%	3%
CC(=O)Nc1cccc(-c2nnc(SCC(=O)N3CCCCC3)n2C)c1	-1%	-6%	0.8%	3%	-1%
CCc1cc(=O)oc2cc(C)cc(OCC(=O)NCCCN3CCOCC3)c12	-11%	6%	0.5%	0%	9%
Cc1cccc(/N=C/c2nc(-c3ccccc3Br)oc2O)n1	-2%	10%	2.4%	61%	9%
COc1cccc(/C=C/C(=O)Nc2ccc3c(c2)OCCO3)c1	-4%	20%	8.0%	60%	4%
COc1ccc(CNC(=O)C(C)OC(=O)C23CC4CC(CC(O)(C4)C2)C3)cc1 (stereo unspecified)	-2%	-5%	2.0%	-10%	0%
Cc1ccc(-c2cc(NC(=O)c3ccccc3)on2)cc1	2%	-7%	1.0%	-5%	6%
CC1(C)OC(=O)C(=NNc2ccccc2[N+](=O)[O-])C(=O)O1	3%	1%	4.2%	-1%	5%
Cc1ccc(Cc2nnc(SCC(=O)Nc3ccc(C)cc3C)[nH]c2=O)cc1	-3%	2%	1.9%	16%	-9%
O=C(NCc1cccs1)c1cc2c(s1)CS(=O)(=O)C2	-9%	-6%	0.3%	2%	-1%
CCC(=O)Nc1cccc(NC(=O)c2ccc3c(c2)OCCO3)c1	-8%	-3%	0.1%	13%	15%
O=C(c1ccc(Cl)c(S(=O)(=O)N2CCc3ccccc3C2)c1)N1CCN(c2ccccc2)CC1	3%	-9%	8.8%	-5%	4%
O=C(Cc1cccs1)N1CCN(S(=O)(=O)c2ccc(F)c(F)c2)CC1	-5%	.	1.6%	7%	-11%
CC(C)(C)c1ccc(C(=O)Nc2ccc(C(=O)N3CCCC3)cc2)cc1	-9%	0%	5.6%	22%	11%
NC(=NC(=O)c1cccc(C(F)(F)F)c1)c1ccc(C(F)(F)F)cn1	-1%	1%	1.3%	23%	-2%
O=C(CCCN1C(=O)/C(=C\c2ccccc2)SC1=S)Nc1ccccc1O	14%	-12%	2.2%	0%	-4%
CN(C)CC/C=C1/c2cc(F)ccc2Sc2ccc(Cl)cc21	13%	66µM*	6.3%	80%	47%
Cc1ccc(C)c2[nH]c(=O)c(CCNC(=O)c3cccs3)cc12	7%	0%	8.8%	.	-21%
COc1ccc(CC(=O)NNC(=O)c2ccco2)cc1OC	5%	15%	i	-9%	1%

An excerpt from further up:
SMILES	H1N1 NS1A inhibition	PhoP GFP inhibition	inhibitors of VEEV	tuberculosis growth	M. tuberculosis HTS	others
CCCC(C)NC(=O)c1sc2nc3n(c(=O)c2c1C)CCC3 (stereo unspecified)	-6%	9%	2.6%	-6%	0%
CCn1c(SCC(=O)c2ccc(C)cc2)nnc1-c1ccncc1	-8%	-2%	2.3%	3%	-7%
COCc1nnc(NC(=O)COc2ccc3c(c2)OCO3)s1	-7%	-28%	1.1%	10%	6%
Cc1ccc(-c2nc(CN(Cc3cnn(C)c3)C(C)C)c(C)o2)o1	-12%	-5%	1.0%	7%	3%
CC(=O)Nc1cccc(-c2nnc(SCC(=O)N3CCCCC3)n2C)c1	-1%	-6%	0.8%	3%	-1%
CCc1cc(=O)oc2cc(C)cc(OCC(=O)NCCCN3CCOCC3)c12	-11%	6%	0.5%	0%	9%
Cc1cccc(/N=C/c2nc(-c3ccccc3Br)oc2O)n1	-2%	10%	2.4%	61%	9%
COc1cccc(/C=C/C(=O)Nc2ccc3c(c2)OCCO3)c1	-4%	20%	8.0%	60%	4%
COc1ccc(CNC(=O)C(C)OC(=O)C23CC4CC(CC(O)(C4)C2)C3)cc1 (stereo unspecified)	-2%	-5%	2.0%	-10%	0%
Cc1ccc(-c2cc(NC(=O)c3ccccc3)on2)cc1	2%	-7%	1.0%	-5%	6%
CC1(C)OC(=O)C(=NNc2ccccc2[N+](=O)[O-])C(=O)O1	3%	1%	4.2%	-1%	5%
Cc1ccc(Cc2nnc(SCC(=O)Nc3ccc(C)cc3C)[nH]c2=O)cc1	-3%	2%	1.9%	16%	-9%
O=C(NCc1cccs1)c1cc2c(s1)CS(=O)(=O)C2	-9%	-6%	0.3%	2%	-1%
CCC(=O)Nc1cccc(NC(=O)c2ccc3c(c2)OCCO3)c1	-8%	-3%	0.1%	13%	15%
O=C(c1ccc(Cl)c(S(=O)(=O)N2CCc3ccccc3C2)c1)N1CCN(c2ccccc2)CC1	3%	-9%	8.8%	-5%	4%
O=C(Cc1cccs1)N1CCN(S(=O)(=O)c2ccc(F)c(F)c2)CC1	-5%	.	1.6%	7%	-11%
CC(C)(C)c1ccc(C(=O)Nc2ccc(C(=O)N3CCCC3)cc2)cc1	-9%	0%	5.6%	22%	11%
NC(=NC(=O)c1cccc(C(F)(F)F)c1)c1ccc(C(F)(F)F)cn1	-1%	1%	1.3%	23%	-2%
O=C(CCCN1C(=O)/C(=C\c2ccccc2)SC1=S)Nc1ccccc1O	14%	-12%	2.2%	0%	-4%

Going on with the list:
SMILES	H1N1 NS1A inhibition	PhoP GFP inhibition	inhibitors of VEEV	tuberculosis growth	M. tuberculosis HTS	others
COc1ccc2nc(NC(=O)CSC3=NCCS3)sc2c1	10%	-8%	8.5%	-3%	47%
COc1ccc(OC)c(NC(=O)C(=O)/C=C(\O)c2cc(OC)ccc2OC)c1	18%	1%	4.9%	32%	-3%
CC(C)Oc1ccc(C(CC(=O)O)c2ccc(F)cc2)cc1 (stereo unspecified)	1%	2%	0.8%	-1%	2%
O=C1[C@@H]2C(c3cccnc3)=NO[C@@H]2C(=O)N1c1ccc(Br)cc1	0%	-6%	0.6%	4%	-5%
O=C(CCc1nc2ccccc2c(=O)[nH]1)N1CCN(S(=O)(=O)c2cc(Cl)ccc2Cl)CC1	5%	.	i	.	.
CCCc1ccc(C(=O)Cn2nc(C(=O)O)c3ccccc3c2=O)cc1	4%	-9%	1.5%	34%	-5%
CCOc1ccc(/C=N/NC(=O)C(C)N(c2ccc(OC)cc2)S(C)(=O)=O)cc1 (stereo unspecified)	-11%	-8%	1.7%	18%	-10%
O=C(CSc1nnc(-c2ccc(O)cc2)n1Cc1ccccc1)NNC(=O)c1ccc(Br)cc1	2%	-8%	1.3%	-24%	-10%
COc1ccc(N2C(=O)C3CCCN3C2c2ccc(C)o2)cc1 (stereo unspecified)	3%	10%	i	-2%	3%
CC1CN(c2nc(-c3ccccc3)nnc2-c2ccccc2)CC(C)O1 (stereo unspecified)	21%	16%	2.0%	24%	6%
CCOc1ccc(C(=O)Nc2ccccc2C(=O)O)cc1	6%	9%	1.8%	43%	2%
Cc1ccc(N(CCC#N)C(=O)COC(=O)c2ccccc2SCC(=O)N2CCCC2)cc1	4%	4%	0.5%	7%	-3%
O=C(CCN1CCCCC1)c1ccc2c(c1)OCCO2	-2%	-4%	i	?	-5%
COC(=O)c1ccc(CSc2ccc3nnc(-c4ccccn4)n3n2)o1	-2%	1%	1.3%	.	-3%
COCCNC(=O)CS(=O)Cc1nc(-c2ccccc2C)oc1C (stereo unspecified)	-5%	11%	i	-5%	-5%	inhibitors of VEEV 10K pilot screen=0.2
NC(=O)N1OCC2COc3ccc4ccccc4c3C21 (stereo unspecified)	1%	0%	2.2%	6%	0%
COC(=O)C(Cc1ccccc1)NC(=O)CCNC(=O)c1ccc(Br)cc1 (stereo unspecified)	10%	-10%	0.2%	0%	-2%
COc1ccc(NS(=O)(=O)c2ccc(C)c(C(=O)N3CC(C)OC(C)C3)c2)cc1 (stereo unspecified)	9%	-12%	1.1%	1%	-9%
O=C(Nc1ccccc1)Nc1ccc(Nc2ccccc2)cc1	.	3%	0.5%	1%	-2%
O=C(CCCNC(=O)c1ccc(Cl)cc1)Nc1ccc(Br)cc1	7%	-3%	i	4%	-1%
CCCOc1ccc(N2C(=O)CC(N3CCN(S(=O)(=O)c4ccccc4)CC3)C2=O)cc1 (stereo unspecified)	-4%	-16%	i	8%	-3%
O=C(Nc1nnc(-c2ccc(Cl)cc2)o1)c1ccccc1Br	-27%	.	12%	0.58µM*	?
CCOC(=O)c1cc(-c2cc(OC)c(OC)c(OC)c2)nc2c1c(=O)[nH]c(=O)n2Cc1ccccc1	-8%	-20%	2.0%	5%	8%
COCCn1c(C)cc(C(=O)CSc2nc3ccccc3s2)c1C	0%	-3%	0.4%	8%	-4%
O=C(NC1CC2CCC(C1)N2Cc1nnnn1Cc1ccco1)NC12CC3CC(CC(C3)C1)C2 (stereo unspecified)	0%	-4%	0.4%	44%	13%
NNC(=O)COc1ncn(-c2ccccc2)n1	2%	2%	2.5%	-7%	-6%
Fc1ccc2[nH]c3c(N4CCSCC4)ncnc3c2c1	1%	1%	8.5%	11%	2%
CCc1c(Cl)nc(N)nc1Nc1ccccc1C	-25%	.	i	.	.
O=C1[C@H]2[C@@H](c3ccc(F)cc3)N3C(=O)N(c4cccc(Cl)c4)C(=O)[C@@]3(Cc3ccc(Cl)cc3)[C@H]2C(=O)N1C1CCCCC1	2%	-3%	i	0%	-4%
O=S(=O)(NCCSc1nc2ccccc2o1)c1ccccc1	2%	9%	5.6%	68%	11%
COc1ccccc1-n1c(SCC(=O)Nc2cccc(C(=O)O)c2)nnc1-c1ccccc1O	17%	-6%	1.4%	0%	4%
O=C(c1cnccn1)N1CCc2c([nH]c3ccccc23)C1c1cccc(Cl)c1 (stereo unspecified)	-7%	3%	3.0%	26%	12%	inhibitors of VEEV 10K pilot screen=8.2
COC(=O)C1=C(C)Nc2nc(SCc3ccccc3)[nH]c(=O)c2C1c1cccs1 (stereo unspecified)	28%	4%	9.6%	.	-7%
NC(=O)c1ccsc1NC(=O)COC(=O)c1cnccn1	0%	.	3.3%	-8%	0%
O=C(CCS(=O)(=O)c1ccc(F)cc1)Nc1nc(-c2ccccn2)cs1	21µM*	-13%	7.2%	7.4µM*	4.5µM*
O=c1[nH]c(=S)[nH]c(O)c1N=Nc1ccc(SC(F)F)cc1	-8%	0%	2.3%	74%	26%
Cc1cccc(NC(=O)N2CCC(c3nc4ccccc4o3)CC2)c1	1%	10%	0.3%	2%	2%
CC(C)(C)NS(=O)(=O)CC12CCC(CC1=O)C2(C)C (stereo unspecified)	4%	12%	0.5%	.	-10%
Cc1ccc(SCCC(=O)N/N=C/c2ccccc2O)cc1	-1%	0%	9.5%	?	11%
COc1ccc(NC(=O)Cc2c(F)cccc2Cl)c(OC)c1	-7%	-6%	1.3%	22%	7%
CCOc1c(C)cnc2c1c(=O)n(Cc1ccc(Cl)cc1)c(=O)n2C	-6%	-8%	0.4%	-7%	5%

High-throughput results: PubChem BioAssay, Southern Research Specialized Biocontainment Screening Center

Outcome played no part in choosing rows; any-hit rate near 1.6%.
